Screens from PubChem.
PREPL inh – inhibitors of human prolyl oligopeptidase-like enzyme PREPL | Q4J6C6 | recombinant PREPL, fluorescence polarization activity-based probe | inhibition, % at 5.96 µM | actives 0.68% (n = 320,000) | AID 2751; in the data active means inhibition above about 43%;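 further: 0% = enzyme with DMSO and 100% = wells lacking enzyme; many of its hits are not listed in these tables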
TPT1 inh – C. albicans TPT1 enzyme inhibition; recombinant caTPT1, FP RNA substrate dephosphorylation; inhibition, % at 5 µM; actives 0.81% (n = 300,000); AID 1962;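 active means inhibition above the mean of all tested compounds plus 3 SD, set per screening campaign, cut at about 24% in these data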;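 further: plate controls were DMSO alone for no effect and ferristatin control at 100 nM for full effect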
Fh CTSL1 inh – counter-screen for PFM18AAP inhibitors: inhibitors of F. hepatica cathepsin L1; recombinant F. hepatica cathepsin L1, Z-Leu-Arg-MCA fluorescence; inhibition, % at 5.96 µM; actives 0.49% (n = 300,000);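 active means inhibition above the mean of all tested compounds plus 3 SD, set per screening campaign, cut at about 17% in these data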;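 further: 0% = plate median of test compound wells and 100% = 1 µM Z-Phe-Ala-diazomethylketone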
LYPLA2 counter – LYPLA2 (human) inhibition in PME1 counter-screen; O95372; actives 0.38% (n = 320,000); inhibition, % at 5.9 µM; recombinant LYPLA2, FP-Rh probe fluorescence polarization;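 active means inhibition above the screen-wide mean plus 3 SD, limit set per campaign, cut at about 26% in these data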;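 further: 0% = LYPLA2 with DMSO and 100% = wells lacking LYPLA2 enzyme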
GASC-1 inh – blocks human GASC-1 demethylase activity; GST-JMJD2C(1-420) H3K9me3 demethylation, DELFIA europium; AID 2099; inhibition, % at 2.35 µM; actives 0.069% (n = 330,000); Q9H3R0;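 active means more than half of a compound's replicate wells show inhibition beyond 50%, single wells judged on their own value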;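 further: signal counts dimethyl H3K9 product captured on neutravidin plate; 0% = median of DMSO wells and 100% = 0.3 times that DMSO median; strong numbers were not always called active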
Target sequence (Q9H3R0 1-420 limits assumed): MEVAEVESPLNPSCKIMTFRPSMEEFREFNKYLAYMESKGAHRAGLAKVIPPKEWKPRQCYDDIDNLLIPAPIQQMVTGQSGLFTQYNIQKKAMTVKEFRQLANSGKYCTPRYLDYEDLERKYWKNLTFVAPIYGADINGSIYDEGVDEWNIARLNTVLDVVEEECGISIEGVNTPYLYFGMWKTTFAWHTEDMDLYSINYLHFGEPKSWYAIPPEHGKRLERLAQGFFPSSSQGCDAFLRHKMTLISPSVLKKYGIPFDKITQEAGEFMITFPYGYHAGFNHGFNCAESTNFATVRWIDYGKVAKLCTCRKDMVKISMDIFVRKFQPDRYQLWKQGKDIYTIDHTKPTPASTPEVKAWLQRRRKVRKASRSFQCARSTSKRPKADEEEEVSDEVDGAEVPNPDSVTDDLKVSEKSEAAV
PP1 counter – counter-screen for PP5 inhibitors: inhibitors of human PP1-alpha. actives 0.9% (n = 320,000). P62136. inhibition, % at 6.7 µM. purified PP1alpha, OMFP fluorescence;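 active means inhibition above the mean inhibition of all tested compounds plus 3 SD, computed separately for each screening campaign, cut at about 15% in these data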
HCV core dimer – HCV core protein dimerization inhibition; TR-FRET GST/Flag-core106 dimerization, 1536-well; inhibition, % at 5 µM; actives 0.33% (n = 300,000);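 active means inhibition above the mean of all tested compounds plus 3 SD, set per screening campaign, cut at about 45% in these data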
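test system = GST/Flag-tagged HCV core106 proteins | probe or stimulus = Eu donor and XL665 acceptor anti-tag antibodies | times = compound-protein-antibody incubation 4 h at 22.5 °C | signal = TR-FRET, excitation 340 nm, emission 617 and 671 nm | measure = percent inhibition of core106 dimerization signal | controls = wells lacking GST-core106 and wells with excess unlabelled core106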
Efflux pump mplx – inhibitors of Candida antifungal efflux pumps expressed in yeast; S. cerevisiae Candida pump triplex, Nile Red efflux; actives 0.44% (n = 330,000); inhibition, % at 10 µM;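 active means plate passing quality check with inhibition over a set limit, or well fluorescence over plate mean plus 4 SD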;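 further: Nile Red retained in pooled yeast measured as flow cytometry median fluorescence; 0% = buffer negative control and 100% = Enniatin B positive control; higher means more Nile Red kept so more efflux inhibition; some compounds called inactive have numbers as strong as hits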
PP5 primary – inhibitors of human protein phosphatase 5 (PP5). P53041. purified PP5c, OMFP substrate fluorescence. inhibition, % at 6.7 µM. actives 0.18% (n = 320,000). AID 1987;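 active means inhibition above the campaign's mean inhibition across all tested compounds plus 3 SD, cut at about 9.5% in these data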;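 further: 0% = DMSO only and 100% = 100 µM cantharidin control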
Target sequence (P53041 whole entry, looked up): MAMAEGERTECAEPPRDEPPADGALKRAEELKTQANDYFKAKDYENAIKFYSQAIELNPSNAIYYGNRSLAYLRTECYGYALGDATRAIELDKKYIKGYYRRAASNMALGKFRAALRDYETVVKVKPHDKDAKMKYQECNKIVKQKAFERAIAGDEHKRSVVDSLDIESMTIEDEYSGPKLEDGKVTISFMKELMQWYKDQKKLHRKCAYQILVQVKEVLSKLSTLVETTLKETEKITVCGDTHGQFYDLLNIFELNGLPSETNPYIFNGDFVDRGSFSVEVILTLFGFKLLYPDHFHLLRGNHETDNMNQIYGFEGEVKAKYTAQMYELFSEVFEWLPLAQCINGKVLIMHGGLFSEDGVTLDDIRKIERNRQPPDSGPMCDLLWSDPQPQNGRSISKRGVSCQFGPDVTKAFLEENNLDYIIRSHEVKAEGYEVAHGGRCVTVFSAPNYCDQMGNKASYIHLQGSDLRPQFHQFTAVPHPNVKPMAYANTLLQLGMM
Numbers without * were called inactive. Some of the compounds tested. The share of hits here may be higher or lower than overall.

How did CCn1c(CNc2cccc(Cl)c2)nnc1SCC(=O)OC1CCCCC1 do in these assays?
PREPL inh: 23.6; TPT1 inh: 0.0; Fh CTSL1 inh: 0.3; LYPLA2 counter: -3.1; GASC-1 inh: -13.1; PP1 counter: 1.0; HCV core dimer: 5.2; Efflux pump mplx: 0.2; PP5 primary: 2.9

How did S=C(NCCc1ccccc1)NCc1cccs1 do in these assays?
PREPL inh: -14.6; TPT1 inh: 0.0; Fh CTSL1 inh: 0.3; LYPLA2 counter: -2.1; GASC-1 inh: 14.7; PP1 counter: -6.0; HCV core dimer: 4.0; Efflux pump mplx: 0.0; PP5 primary: -0.1

How did CC1CCN(S(=O)(=O)c2cccc(C(=O)Nc3nccs3)c2)CC1 do in these assays?
PREPL inh: 2.6; TPT1 inh: -1.9; Fh CTSL1 inh: -3.0; LYPLA2 counter: 0.4; GASC-1 inh: 4.2; PP1 counter: 3.5; HCV core dimer: -0.9; Efflux pump mplx: 0.2; PP5 primary: 1.2

What do the screens show for `COCc1cc(C)nc(SCc2ccc(Br)cc2)c1C#N`?
PREPL inh: 20.2; TPT1 inh: -0.5; Fh CTSL1 inh: 0.5; LYPLA2 counter: -1.4; GASC-1 inh: 14.9; PP1 counter: 1.1; HCV core dimer: -5.1; Efflux pump mplx: -0.1; PP5 primary: -2.3

What do the screens show for `CCOC(=O)Cc1nnc(NC(=O)C(CC)Sc2nc(C)cc(C)n2)s1` (stereo not given)?
PREPL inh: -0.5; TPT1 inh: 0.8; Fh CTSL1 inh: -4.0; LYPLA2 counter: 3.9; GASC-1 inh: 10.1; PP1 counter: -0.9; HCV core dimer: 1.5; Efflux pump mplx: 0.2; PP5 primary: 1.8

What do the screens show for `COc1cccc(C(=O)NCCS(=O)(=O)NCc2ccc(Cl)cc2)c1`?
PREPL inh: -6.6; TPT1 inh: 6.1; Fh CTSL1 inh: 3.1; LYPLA2 counter: -1.2; GASC-1 inh: -10.8; PP1 counter: 0.3; HCV core dimer: 2.6; Efflux pump mplx: 0.1; PP5 primary: 0.6

How did Cc1ccc(S(=O)(=O)NCc2nc3ccccc3c(=O)n2N)cc1 do in these assays?
PREPL inh: 10.4; TPT1 inh: -0.5; Fh CTSL1 inh: -2.4; LYPLA2 counter: 5.3; GASC-1 inh: -2.2; PP1 counter: -6.1; HCV core dimer: -1.0; Efflux pump mplx: 0.3; PP5 primary: 3.7

What do the screens show for `Cc1ccc(NC(=O)C2CCN(c3nc(C)cc(C)n3)CC2)cc1`?
PREPL inh: -2.3; TPT1 inh: 1.1; Fh CTSL1 inh: -0.3; LYPLA2 counter: 1.8; GASC-1 inh: 15.0; PP1 counter: 1.4; HCV core dimer: -0.9; Efflux pump mplx: 0.0; PP5 primary: -2.3

What do the screens show for `CC(=O)c1ccc(N2CCN(Cc3nc4ccccc4[nH]3)CC2)cc1`?
PREPL inh: 13.5; TPT1 inh: -1.3; Fh CTSL1 inh: -2.8; LYPLA2 counter: -1.1; GASC-1 inh: -3.0; PP1 counter: -1.3; HCV core dimer: 15.2; Efflux pump mplx: 0.1; PP5 primary: 0.6

Results for CCn1c(SCC(=O)Nc2ccc(N3CCOCC3)cc2)nnc1-c1ccncc1 ?
PREPL inh: 18.9; TPT1 inh: -1.9; Fh CTSL1 inh: 5.7; LYPLA2 counter: 2.0; GASC-1 inh: -11.4; PP1 counter: 3.5; HCV core dimer: -15.4; Efflux pump mplx: -0.1; PP5 primary: -8.3

What do the screens show for `Cc1ccc2cc(C#N)c(N3CCCN(S(=O)(=O)c4ccccc4)CC3)nc2c1C`?
PREPL inh: 11.4; TPT1 inh: -1.0; Fh CTSL1 inh: -3.2; LYPLA2 counter: -1.2; GASC-1 inh: 4.0; PP1 counter: -10.8; HCV core dimer: 8.3; Efflux pump mplx: 0.3; PP5 primary: 4.2

What do the screens show for `COc1ccc(C(=O)CSc2nnnn2Cc2ccccc2)cc1`?
PREPL inh: -6.7; TPT1 inh: -0.8; Fh CTSL1 inh: 0.5; LYPLA2 counter: -6.1; GASC-1 inh: 3.5; PP1 counter: 1.6; HCV core dimer: 4.2; Efflux pump mplx: 0.1; PP5 primary: 0.2

What do the screens show for `O=C(CCCN1C(=O)c2ccccc2C1=O)NCc1ccco1`?
PREPL inh: -4.2; TPT1 inh: -3.1; Fh CTSL1 inh: -4.7; LYPLA2 counter: 19.7; PP1 counter: -3.7; HCV core dimer: -0.5; Efflux pump mplx: 0.0; PP5 primary: -1.8

Results for Cc1ccc(S(=O)(=O)N2CCOCC2)cc1C(=O)NCc1ccco1 ?
PREPL inh: 5.8; TPT1 inh: 1.0; Fh CTSL1 inh: 1.5; LYPLA2 counter: -4.5; GASC-1 inh: 4.5; PP1 counter: 0.0; HCV core dimer: -3.5; Efflux pump mplx: 0.1; PP5 primary: 3.0

What do the screens show for `NC(=O)[C@@H]1CCCCNc2c(I)cc([N+](=O)[O-])cc2C(=O)N[C@@H](CCC(=O)O)C(=O)N[C@@H](CO)C(=O)N1`?
PREPL inh: -0.1; TPT1 inh: -0.8; Fh CTSL1 inh: 0.0; LYPLA2 counter: -3.5; GASC-1 inh: 1.3; PP1 counter: 5.3; HCV core dimer: 5.1; Efflux pump mplx: -0.2; PP5 primary: -1.3

Continued; it opens with the 2 that closed the last part.
Results for Cc1ccc(S(=O)(=O)N2CCOCC2)cc1C(=O)NCc1ccco1 ?
PREPL inh: 5.8; TPT1 inh: 1.0; Fh CTSL1 inh: 1.5; LYPLA2 counter: -4.5; GASC-1 inh: 4.5; PP1 counter: 0.0; HCV core dimer: -3.5; Efflux pump mplx: 0.1; PP5 primary: 3.0

What do the screens show for `NC(=O)[C@@H]1CCCCNc2c(I)cc([N+](=O)[O-])cc2C(=O)N[C@@H](CCC(=O)O)C(=O)N[C@@H](CO)C(=O)N1`?
PREPL inh: -0.1; TPT1 inh: -0.8; Fh CTSL1 inh: 0.0; LYPLA2 counter: -3.5; GASC-1 inh: 1.3; PP1 counter: 5.3; HCV core dimer: 5.1; Efflux pump mplx: -0.2; PP5 primary: -1.3

Results for CCOC(=O)C1C(=O)NC(N2CCCCC2)=NC1C(C)C (stereo not given) ?
PREPL inh: 7.7; TPT1 inh: 0.5; Fh CTSL1 inh: 1.9; LYPLA2 counter: 12.1; GASC-1 inh: -2.3; PP1 counter: -5.2; HCV core dimer: -4.3; Efflux pump mplx: -0.1; PP5 primary: 2.6

Results for COc1ccc(-c2nn(-c3ccccc3)cc2C(=O)NCC(c2cccs2)N2CCOCC2)cc1 (stereo not given) ?
PREPL inh: -6.2; TPT1 inh: -2.8; Fh CTSL1 inh: 7.1; LYPLA2 counter: -4.0; GASC-1 inh: -4.4; PP1 counter: 0.6; HCV core dimer: 0.3; Efflux pump mplx: 0.0; PP5 primary: 1.1

What do the screens show for `CN(CC(=O)Nc1ccc(N2CCOCC2)cc1)C(=O)Cc1ccccc1`?
PREPL inh: 6.7; LYPLA2 counter: 4.4; GASC-1 inh: -1.0; PP1 counter: -0.7; Efflux pump mplx: -0.3; PP5 primary: 1.7

What do the screens show for `O=C(CCn1c(=S)oc2ccccc21)Nc1ccccc1Br`?
PREPL inh: 3.1; TPT1 inh: 1.1; Fh CTSL1 inh: 4.7; LYPLA2 counter: 4.2; GASC-1 inh: 9.4; PP1 counter: -0.5; HCV core dimer: 1.4; Efflux pump mplx: 0.0; PP5 primary: 0.0

How did COc1ccc(/C=C2\SC(=S)N(CCC(=O)N3CCOCC3)C2=O)cc1 do in these assays?
PREPL inh: 19.6; TPT1 inh: -0.6; Fh CTSL1 inh: 0.1; LYPLA2 counter: 2.6; GASC-1 inh: -27.0; PP1 counter: -1.9; HCV core dimer: -1.2; Efflux pump mplx: -0.1; PP5 primary: 4.8

How did Cc1ccc(/C(O)=C2\C(=O)C(=O)N(c3cc(C)on3)C2c2cccc(Cl)c2)cc1 (stereo not given) do in these assays?
PREPL inh: 0.7; TPT1 inh: -3.7; Fh CTSL1 inh: 1.1; LYPLA2 counter: 11.2; GASC-1 inh: 2.2; PP1 counter: 4.6; HCV core dimer: 11.9; Efflux pump mplx: 0.1; PP5 primary: 3.4

What do the screens show for `CC(=O)c1csc(-c2cccc(-c3nc4ccc(Cl)cn4c3NC3CCCCC3)c2)c1`?
PREPL inh: -4.8; TPT1 inh: 2.6; Fh CTSL1 inh: 1.6; LYPLA2 counter: 9.9; GASC-1 inh: 36.0; PP1 counter: 1.6; HCV core dimer: 4.0; Efflux pump mplx: 0.2; PP5 primary: 6.2

Results for COc1cccc(N(C(=O)Cc2cccs2)C(C(=O)NC2CCCC2)c2ccncc2)c1 (stereo not given) ?
PREPL inh: 4.9; TPT1 inh: 1.5; Fh CTSL1 inh: -0.7; LYPLA2 counter: 1.6; GASC-1 inh: 7.1; PP1 counter: -1.3; HCV core dimer: 6.2; Efflux pump mplx: 0.1; PP5 primary: -0.2

What do the screens show for `COc1cc(/C=C/C(=O)Nc2cc(C(F)(F)F)ccc2Cl)cc(OC)c1OC`?
PREPL inh: 4.9; TPT1 inh: -7.1; Fh CTSL1 inh: -0.1; LYPLA2 counter: -5.6; GASC-1 inh: 6.3; PP1 counter: 5.2; HCV core dimer: -2.8; Efflux pump mplx: 0.2; PP5 primary: 9.9*

Results for COc1cccc(C(=O)N2N=C(c3ccccc3)CC2(O)C(F)(F)F)c1 (stereo not given) ?
PREPL inh: 2.1; TPT1 inh: 4.6; Fh CTSL1 inh: -2.1; LYPLA2 counter: -3.8; GASC-1 inh: 7.9; PP1 counter: -0.6; HCV core dimer: -3.5; Efflux pump mplx: 1.1; PP5 primary: 4.6

Results for CCOC(=O)CSc1nnc(-c2nnc(SCC(=O)OCC)n2CC)n1CC ?
PREPL inh: 12.3; TPT1 inh: -1.9; Fh CTSL1 inh: -7.2; LYPLA2 counter: -1.5; GASC-1 inh: 7.2; PP1 counter: 5.6; HCV core dimer: -0.7; Efflux pump mplx: 0.3; PP5 primary: 0.5

What do the screens show for `c1ccc(-c2cc3ccccc3nc2N2CCCC2)cc1`?
PREPL inh: -16.7; TPT1 inh: -2.5; Fh CTSL1 inh: 4.4; LYPLA2 counter: 7.8; GASC-1 inh: -2.9; PP1 counter: -1.2; HCV core dimer: 3.1; Efflux pump mplx: 0.4; PP5 primary: 3.1

How did CN=C1SC(CC(=O)Nc2cccc(Cl)c2Cl)C(=O)N1C (stereo not given) do in these assays?
PREPL inh: -8.3; TPT1 inh: -0.3; Fh CTSL1 inh: -1.3; LYPLA2 counter: -6.1; GASC-1 inh: -4.6; PP1 counter: -2.5; HCV core dimer: -4.6; Efflux pump mplx: 0.1; PP5 primary: 1.5

Results for CS(=O)(=O)N1CCc2cc(C(=O)N3CCCCC3)ccc21 ?
PREPL inh: 0.4; TPT1 inh: -4.7; Fh CTSL1 inh: -3.0; LYPLA2 counter: -0.9; GASC-1 inh: 5.0; PP1 counter: -1.1; HCV core dimer: 0.1; Efflux pump mplx: -0.2; PP5 primary: -0.9

Results for O=C(Cn1nc(-c2cccc(Cl)c2)ccc1=O)Nc1ccccc1Br ?
PREPL inh: -65.5; TPT1 inh: 1.3; Fh CTSL1 inh: -1.7; LYPLA2 counter: 2.1; GASC-1 inh: 5.1; PP1 counter: -4.1; HCV core dimer: 3.7; Efflux pump mplx: 0.0; PP5 primary: 0.2

How did COC(=O)/C(=N/Nc1ccccc1C)N1CCCc2ccccc21 do in these assays?
PREPL inh: 6.5; TPT1 inh: 4.1; Fh CTSL1 inh: 3.1; LYPLA2 counter: 5.9; GASC-1 inh: -3.6; PP1 counter: -1.7; HCV core dimer: 4.3; Efflux pump mplx: 0.0; PP5 primary: -0.6
